OXTR potentiator – potentiates the human oxytocin receptor response; CHO-OTR cells, Fluo-8 calcium fluorescence, potentiator mode; 0% = oxytocin EC15, 100% = EC100; 320,000 compounds, 0.061% hits; activation, % at 3 µM; P30559; AID 2445;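 active = activation above that plate's cutoff, the mean activation of tested compounds plus 3 SD, cut at about 6.6% in these data, passing the limit was not always enough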;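 note: 100% uses oxytocin at 75 nM as the full agonist control; some results filed as inactive read as strong as hits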
Target sequence (P30559 whole entry, looked up): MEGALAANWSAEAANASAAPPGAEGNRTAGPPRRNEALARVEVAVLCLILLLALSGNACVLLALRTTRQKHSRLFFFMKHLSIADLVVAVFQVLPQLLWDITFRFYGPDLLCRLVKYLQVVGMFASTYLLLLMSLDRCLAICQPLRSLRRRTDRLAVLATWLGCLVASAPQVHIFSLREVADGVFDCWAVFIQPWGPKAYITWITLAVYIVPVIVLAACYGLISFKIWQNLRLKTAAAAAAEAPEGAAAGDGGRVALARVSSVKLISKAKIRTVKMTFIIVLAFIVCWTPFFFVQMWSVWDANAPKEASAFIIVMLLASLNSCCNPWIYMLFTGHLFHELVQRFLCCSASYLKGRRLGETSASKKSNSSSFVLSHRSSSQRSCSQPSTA
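assay system = CHO-OTR cells, human receptor | schedule = compound 6 min at room temperature before oxytocin, 100 s read | detection = Fluo-8 intracellular calcium fluorescence, ex 470-495, em 515-575 nm | evaluation = normalized max/min fluorescence ratio, % activation | control set = EC15 oxytocin alone as 0%, 75 nM oxytocin (EC100) as 100%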
M1 antag – blocks human M1 muscarinic receptor; P11229; CHO-K1 hM1, Fluo-8 calcium fluorescence, ACh EC80 antagonist; inhibition, % at 3 µM; 360,000 compounds, 1.3% hits; AID 588852;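 active = percent inhibition above its own plate's cutoff, namely the mean of that plate's compound wells plus 3 SD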;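 note: peak over basal fluorescence ratio during 140 s after agonist addition; 0% = ACh EC80 plus DMSO and 100% = DMSO alone without agonist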
Target sequence (P11229 whole entry, looked up): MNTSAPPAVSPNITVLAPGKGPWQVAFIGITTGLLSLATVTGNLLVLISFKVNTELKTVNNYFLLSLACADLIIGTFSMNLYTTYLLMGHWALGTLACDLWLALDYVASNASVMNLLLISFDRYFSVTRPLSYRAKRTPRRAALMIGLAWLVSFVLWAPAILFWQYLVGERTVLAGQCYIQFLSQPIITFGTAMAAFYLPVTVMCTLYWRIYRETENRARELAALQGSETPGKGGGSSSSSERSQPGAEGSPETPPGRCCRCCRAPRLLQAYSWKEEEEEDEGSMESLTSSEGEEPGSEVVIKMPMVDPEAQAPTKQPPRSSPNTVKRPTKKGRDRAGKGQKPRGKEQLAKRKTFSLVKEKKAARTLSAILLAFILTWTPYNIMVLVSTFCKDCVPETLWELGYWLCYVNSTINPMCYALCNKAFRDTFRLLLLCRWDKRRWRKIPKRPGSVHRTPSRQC
CHRM1 PAM – positive allosteric modulators of human M1 muscarinic receptor. P11229. CHO-K1 hM1, Fluo-8 calcium fluorescence, ACh EC20; 0% = ACh EC20, 100% = maximal ACh. activation, % at 3 µM. 360,000 compounds, 0.088% hits; in the data active = activation above about 19%, passing the limit was not always enough
M1 ag – activates human CHRM1 receptor; AID 588814; activation, % at 3 µM; P11229; CHO-K1 hM1, Fluo-8 calcium fluorescence, agonist mode; 0% DMSO, 100% acetylcholine EC100; 360,000 compounds, 0.33% hits;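 active = activation above the run's mean compound activation plus 3 SD, cut at about 16% in these data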;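 note: peak over basal fluorescence ratio within a 140 s kinetic read after compound addition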
CHO-K1 Ca antag – counter-screen for M1 antagonists: effect in parental CHO-K1 cells | ATP-induced calcium, Fluo-8 fluorescence | inhibition, % at 3 µM | 360,000 compounds, 0.6% hits;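 active = inhibition above a per-plate cutoff, the plate's mean sample inhibition plus 3 SD, cut at about 24% in these data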;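 note: 0% = DMSO plus EC80 ATP and 100% = DMSO alone without ATP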
CHO parental Ca – counter-screen: ATP calcium response change in parental CHO cells; 330,000 compounds, 0.63% hits; inhibition, % at 5.6 µM; parental CHO-K1, ATP-induced calcium, Fluo-8 fluorescence;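 active = inhibition above that plate's mean sample inhibition plus 3 SD, cut at about 26% in these data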;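 note: 0% = ATP-challenged DMSO wells and 100% = DMSO wells without ATP; some compounds past the cut are filed as inactive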
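Material: Parental CHO cells | Reagent: ATP | Compound dosing: Single nominal dose of 5.6 µM per compound | Detection: Intracellular calcium via Fluo-8 no-wash fluorescent dye | Read-out: % inhibition of ATP-induced calcium mobilization | Benchmarks: Low control ATP plus DMSO, high control DMSO only | Replicates: Singlicate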
M1 ag parental – nonselective activator or artifact in parental CHO-K1 cells; Fluo-8 calcium fluorescence; scaled to maximal ATP response, vehicle zero; activation, % at 3 µM; 360,000 compounds, 0.48% hits; in the data active = activation above about 15%;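 note: untransfected CHO-K1 host cells lacking M1 receptor as counterscreen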
M4 ag – CHRM4 agonism in calcium assay; P08173; CHO-K1 hM4/Gqi5, Fluo-8 calcium fluorescence; vehicle 0%, full acetylcholine response 100%; activation, % at 3 µM; 360,000 compounds, 0.14% hits;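 active = activation above the run mean over all test wells plus 3 SD, cut at about 32% in these data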;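 note: peak over basal fluorescence ratio per well then scaled between controls; 0% = DMSO wells and 100% = acetylcholine at EC100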
M4 antag – CHRM4 antagonism in calcium assay. inhibition, % at 3 µM. CHO-hM4 cells, ACh EC80, Fluo-8 calcium fluorescence. AID 624125. 360,000 compounds, 0.73% hits. P08173;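 active = inhibition above its plate's cutoff, the mean inhibition of sample wells plus 3 SD, cut at about 27% in these data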;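 note: 0% = acetylcholine EC80 with DMSO and 100% = DMSO without agonist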
The depositor's hits bear a star; . = not tested or not shown.

SMILES	OXTR potentiator	M1 antag	CHRM1 PAM	M1 ag	CHO-K1 Ca antag	CHO parental Ca	M1 ag parental	M4 ag	M4 antag
O=S(=O)([O-])CCC[n+]1ccc(Oc2ccccc2)cc1	.	-10	6	1	-12	.	1.8	2	-3
Oc1ccc(-c2nccc(-c3ccc(Br)cc3)n2)cc1	-9	-9	3	-6	-4	-6	-0.5	0	-6
COc1ccc(S(=O)(=O)N2CCCCCC2)cc1C(=O)NCCc1ccccc1	-7	3	-3	-7	1	-17	0.6	1	1
COC(=O)c1c(-c2cccc3ccccc23)csc1NC(=O)Cc1ccc(OC)c(OC)c1	-21	7	-9	-1	0	6	2.4	3	17
Nc1[nH]c(N=NC(=O)c2ccc(F)cc2)c2ccccc12	-8	0	4	5	1	-7	0.2	0	17
COc1ccc(OC)c(NC(=O)Nc2cccc3ccccc23)c1	-5	-1	2	-6	-39	-3	1.3	6	-6
CCc1c(C)nc2[nH]ncn2c1=O	.	-21	12	-1	0	.	1.0	0	4
Cc1onc(-c2ccccc2)c1C(=O)OCCOc1ccc([N+](=O)[O-])cc1[N+](=O)[O-]	-11	14	-10	-5	-6	15	7.8	5	7
COc1ccc(NC(=O)/C(=C\c2ccc(OC)c(OC)c2)NC(=O)c2ccco2)cc1	-3	-7	11	-2	-10	-13	2.1	4	-7
COc1ccc2cc(C(=O)N(C)Cc3ccccc3)[nH]c2c1	-13	3	-3	-4	-4	-25	1.0	1	7
CC(C)(C)c1ccc(CC(=O)N2CCC2(C)C(=O)NS(=O)(=O)c2ccc(F)cc2F)cc1 (stereo not drawn)	.	-7	1	-3	2	.	0.7	1	3
CCOc1cc(-c2c(C)c(CC)nc(N)c2C#N)ccc1O	-7	-27	4	-4	4	-15	-0.1	2	0
OCCN1CCN(c2ncnc3c2ncn3[C@H]2CN(Cc3cccs3)C[C@@H](CO)O2)CC1	.	-2	1	-4	-2	.	0.4	0	-16
O=C1NCCN/C1=C\C(=O)c1cccc(Br)c1	-2	-6	11	4	11	-9	2.0	3	-22
CN(C(=O)COC(=O)c1nc(-c2ccccc2)n(-c2ccccc2)n1)C1CCS(=O)(=O)C1 (stereo not drawn)	-17	64*	-21	-4	-6	4	0.0	0	-6
CCN(C(=S)NC(=O)Cc1ccc(OC)cc1)c1ccccc1	-5	-4	2	-2	-12	0	2.0	9	-3
COc1c2ccoc2nc2c(OC)c(OCC(OC(C)=O)C(C)(C)O)ccc12 (stereo not drawn)	0	-3	3	-5	12	0	0.4	2	-4
COc1cccc(NC(=O)COC(=O)c2c(C)noc2C)c1	1	-12	8	-2	-15	-15	0.5	2	-7
Cc1ccc(Cn2nc3c4cc(F)ccc4n(Cc4ccc(F)cc4)cc-3c2=O)cc1	.	4	-4	-1	-2	.	1.1	1	3
CCOC(=O)c1ccc(NC(=O)c2cccc(S(=O)(=O)N3CCOCC3)c2)cc1	-18	24	-16	4	7	33*	8.1	20	38*
COc1cc(-c2nnc(SCc3ccccc3Cl)o2)cc(OC)c1OC	-5	-4	0	-4	-5	-23	1.7	-1	4
O=C(/C=C/c1ccccc1)Nc1cccc(C(=O)N2CCCC2)c1	.	-18	11	0	-3	.	0.3	-1	-4
Cc1ccc(CSC2=NCCN2C(=O)C2CC2)cc1	-7	-4	4	-3	6	-2	0.0	0	3
CCc1nn(CC(=O)N2CCN(c3ccc(F)cc3)CC2)c(=O)c2cc3occc3n12	-6	-18	21	11	-15	-4	0.6	0	-3
O=C(NCCc1ccccc1)C1CCC(CNc2nc(=S)[nH]c3ccccc23)CC1 (stereo not drawn)	-11	0	2	1	-11	-8	0.4	2	3

Sorted by value in CHRM1 PAM (low to high): 3 of the compounds above.
SMILES | CHRM1 PAM
Cc1onc(-c2ccccc2)c1C(=O)OCCOc1ccc([N+](=O)[O-])cc1[N+](=O)[O-] | -10
Cc1ccc(Cn2nc3c4cc(F)ccc4n(Cc4ccc(F)cc4)cc-3c2=O)cc1 | -4
CCN(C(=S)NC(=O)Cc1ccc(OC)cc1)c1ccccc1 | 2

Returning to the listing, starting 3 compounds before the break.
SMILES	OXTR potentiator	M1 antag	CHRM1 PAM	M1 ag	CHO-K1 Ca antag	CHO parental Ca	M1 ag parental	M4 ag	M4 antag
Cc1ccc(CSC2=NCCN2C(=O)C2CC2)cc1	-7	-4	4	-3	6	-2	0.0	0	3
CCc1nn(CC(=O)N2CCN(c3ccc(F)cc3)CC2)c(=O)c2cc3occc3n12	-6	-18	21	11	-15	-4	0.6	0	-3
O=C(NCCc1ccccc1)C1CCC(CNc2nc(=S)[nH]c3ccccc23)CC1 (stereo not drawn)	-11	0	2	1	-11	-8	0.4	2	3
C/C(=N\NC(=O)CNc1ccccc1Cl)C(C)(C)C	-12	-10	6	-3	3	-3	0.3	0	-1
O=C(Nn1c(C2CCCCC2)nc2ccccc2c1=O)c1cc(Cl)ccc1[N+](=O)[O-]	-9	22	-15	-8	-6	-25	0.4	1	0
COc1cc(CN2CCCCCC2)cc([N+](=O)[O-])c1O	5	-16	10	-1	-10	-1	1.6	0	6
COc1ccc(NC(=O)CC2C(=O)N(c3cccc(OC)c3)C(=O)N2Cc2ccco2)cc1 (stereo not drawn)	-3	-11	-1	-1	13	-13	2.2	10	-1
CCCNC(=O)NC(=O)CN1C(=O)NC(C)(c2ccc3ccccc3c2)C1=O (stereo not drawn)	-2	-3	7	-3	-1	-2	1.1	3	0
Cc1cccnc1	-7	-9	4	-1	-14	-14	0.0	1	-7
CNC(=O)c1sccc1SCc1c(Cl)cccc1Cl	-12	-12	10	-2	3	-17	0.4	-1	11
COc1ccc(CN(C)C[C@@H]2OCc3cnnn3CCCC(=O)N([C@@H](C)CO)C[C@H]2C)cc1	.	-6	-2	-2	5	.	0.1	0	1
CCCCN(C(=S)NC(=O)c1ccccc1)c1c(N)n(Cc2ccccc2)c(=O)[nH]c1=O	2	-10	11	-9	-7	-20	0.0	1	-6
CC(=O)Nc1ccc(S(=O)(=O)N2CCC(Oc3ccc(-n4cnnn4)cc3)CC2)cc1	-11	8	-6	2	-18	-6	6.6	7	-16
Cc1ccc(S(=O)(=O)N(CC(=O)N2CCC(C)CC2)Cc2ccccc2F)cc1	-8	-14	6	-6	-10	11	0.0	-2	17
CCOc1c(Br)cc(/C=C(\C#N)C(=O)NC2CC2)cc1OC	-2	-18	10	2	-12	-6	1.6	4	-8
CC[n+]1cc(-c2ccccc2)nc(N2CCOCC2)n1	-9	-2	-1	-6	-8	-5	0.9	0	-12
CN(CC(=O)Nc1c(Cl)cccc1Cl)C(=O)CNC(=O)C1CCCCC1	-1	-5	15	8	-7	-7	1.4	3	-12
O=C(Cc1n[nH]c(=O)c2ccccc12)OCC(=O)c1ccc(F)cc1	-8	9	3	0	-3	-10	0.3	1	-8
O=P(c1ccccc1)(c1ccccc1)c1cc(S(=O)(=O)O)ccc1O	.	0	-2	-3	-5	.	5.6	13	7
CC1C(c2ccccc2)=[N+]([O-])C2(CCCCC2)N1O (stereo not drawn)	-8	-8	8	-2	1	-4	0.2	1	4
O=C(/C=C/c1ccco1)Nc1ccccc1N1CCOCC1	-4	0	-2	-2	-3	-22	0.5	3	-2
COc1ccc([N+](=O)[O-])cc1NC(=O)CSCc1cc(C)cc(C)c1	-10	1	-21	-12	-1	-5	2.1	0	-3
COc1ccc(S(=O)(=O)N2CCc3ccccc32)cc1C(=O)NC1(C)CCS(=O)(=O)C1 (stereo not drawn)	-2	4	9	-7	-12	-9	0.2	1	-8
COc1ccc(/C=N/NC(=O)CCCOc2ccc(Cl)cc2Cl)cc1	-13	4	-3	-4	-17	-20	0.7	1	7
CCCn1c(N)c(N(CCOC)C(=O)c2ccc(C#N)cc2)c(=O)[nH]c1=O	1	-11	5	1	-19	-1	1.2	2	-21
COC(=O)c1ccc(/C=C/C(=O)O)cc1	3	-6	6	-2	-14	-9	0.0	0	-1
Cc1ccc2[nH]c(=O)c(C(c3nnnn3C3CCCC3)N3CCCc4ccccc43)cc2c1 (stereo not drawn)	-1	14	-5	-5	-1	3	0.5	0	-2
Nc1nnnn1/N=C/c1ccccc1O	-16	-5	7	0	4	15	0.1	0	-5
More results.
SMILES	OXTR potentiator	M1 antag	CHRM1 PAM	M1 ag	CHO-K1 Ca antag	CHO parental Ca	M1 ag parental	M4 ag	M4 antag
O=C(COc1ccc(S(=O)(=O)N2CCCCC2)cc1)NCc1ccccn1	5	-4	1	-9	5	-8	-0.3	0	-5
C=CCn1c(=O)c2c(nc3n2CCS3)n(C)c1=O	0	2	0	-2	-1	3	-0.1	0	-5
O=c1sc2ccccc2n1Cc1ccccc1	-10	3	5	-8	-1	-12	0.1	0	-4
O=C(c1ccc(F)cc1)N1CCN(S(=O)(=O)c2ccc3c(c2)OCCO3)CC1	.	-7	4	-2	9	.	0.7	2	-4
CCc1c(C)nc(SCc2cccnc2)[nH]c1=O	0	-10	5	-3	-17	-3	1.1	1	7
CC(=O)c1ccc(N2CCN(c3ncccn3)CC2)cc1	-6	-2	9	5	-14	-2	0.8	6	-20
C/C(=C\c1ccc(F)cc1)C(=O)c1c(C)cc(C)[nH]c1=O	.	-16	9	-4	-12	.	1.1	1	-15
O=C(CCN1CCOCC1)N1c2ccccc2Sc2ccc(Cl)cc21	-13	100*	-29	-8	-10	-21	1.8	1	57*
C=CCNC(=O)C(=O)NCC(c1ccc2c(c1)OCO2)N1CCN(c2ccc(F)cc2)CC1 (stereo not drawn)	-8	10	-3	-1	4	-10	4.9	11	10
Nc1[nH]n2c(=O)c3c(nc2c1N=Nc1ccc(Cl)cc1)CCCC3	-10	-13	10	-4	-9	-10	-0.1	0	-8
CCOC(=O)N1CCC(N2C(=O)c3ccc(C(=O)NCCOC)cc3C2=O)CC1	-2	4	-3	-3	-1	-4	0.0	0	-9
CCOC(=O)CN1C(=O)C(O)(CC(=O)c2ccccn2)c2ccccc21 (stereo not drawn)	-6	-17	9	-2	3	3	0.4	2	-9
COc1cccc(CN(C)C(=O)c2ccccc2SCC(=O)N2CCCC2)c1	1	1	-1	0	6	-19	0.9	2	9
CN(C)Cc1ccccc1CCc1ccccc1	3	60*	-25	-9	0	1	0.3	1	31*
NC1(C#Cc2ccc3oc(=O)c(-n4cc(-c5ccsc5)nn4)cc3c2)CCCCC1	-2	-5	4	-7	-8	-12	0.8	2	-5
O=C(Cc1ccc(Br)cc1)N1CCN(c2ccccn2)CC1	-2	-3	6	-7	-3	-19	0.3	1	1
COc1cccc(C2=CC(=O)C[C@H](c3ccc(OC)c(OC)c3)C2)c1	-6	13	-10	-5	-11	-19	8.7	12	-3
COc1ccc(CNC(=O)CSc2nnc(-c3ccc(NC(C)=O)cc3)n2C)cc1	-5	-10	7	-4	-19	-5	0.5	2	-1
CCCCC1CC(CSc2ncn[nH]2)OC1=O (stereo not drawn)	-7	-10	9	-2	-13	0	0.5	2	2
O=C(C=Cc1ccco1)c1ccco1	.	-11	2	-2	-9	.	0.0	0	-1
CCOC(=O)N1CCN(c2cc(N)c([N+](=O)[O-])cc2F)CC1	-9	3	-6	-2	-5	-10	6.2	4	2
CCOC(=O)C1CCN(C(=O)COC(=O)C2CCN(S(=O)(=O)c3ccc4c(c3)OCCO4)CC2)CC1	-3	-15	11	-5	-10	2	2.0	5	-11
